# APE1 inh = APE1 (human) endonuclease inhibition; P27695; recombinant APE1, TAMRA/BHQ-2 abasic DNA cleavage fluorescence; Potency, µM (highest dose often 65.8 µM), for the others: at the top dose activity change, negative = inhibition, actives largely listed as inhibitors; actives 0.35% (n = 350,000);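 also: plate controls were vehicle for no effect and reference inhibitor for full effect; nearly all actives have a fitted effect of over 55% in size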
#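 Incision of a quenched TAMRA/BHQ-2 THF abasic-site duplex (50 nM) by 0.75 nM APE1, after 15 min compound preincubation, measured as fluorescence increase over three 60 s reads. Values normalized to buffer, DMSO and NSC13755 control wells.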
# BLM inh = blocks DNA unwinding by human BLM helicase. recombinant BLM DNA unwinding, fluorescence dequenching. Potency, µM (highest dose often 56.1 µM), without a hit: top-dose activity change, negative = inhibition, most hits filed as inhibitors. actives 0.2% (n = 350,000). AID 2528;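 also: plate controls were vehicle for no effect and no enzyme for full effect; nearly all actives have a fitted effect of over 35% in size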
# POLH inh = inhibitors of human DNA polymerase eta; recombinant Pol eta, fluorescent DNA replication assay; Potency, µM (titrated, usually from 114 µM), without a hit: at the highest dose activity change, negative = inhibition, usual class: inhibitors; actives 1.2% (n = 390,000); AID 588591; also: % is scaled to controls: 0 for no effect and ±100 for the full control effect
#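 Fluorescent replication assay: 50 nM final substrate added after a 15 min room-temperature compound preincubation with 10 nM enzyme. Signal taken at 0 min and again at 10 min.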
# Pol beta inh = blocks human DNA polymerase beta activity; Pol beta primer extension/strand displacement, fluorescence kinetic; actives 1.3% (n = 340,000); AID 485314; Potency, µM (doses to about 114 µM), without a hit: at the top dose activity change, negative = inhibition, hits mostly inhibitors; P06746; also: % is scaled to controls: 0 for no effect and ±100 for the full control effect
#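 Human Pol beta at 10 nM; strand-displacement substrate 50 nM final. Compound exposure 15 min at room temperature before start, reaction 10 min at room temperature.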
# G9a block = inhibitors of human histone lysine methyltransferase G9a; G9a H3K9 monomethylation, AlphaScreen, 2 h; Potency, µM (titrated, usually from 102 µM), for inactives: at the highest dose activity, negative = inhibition, hits mostly inhibitors; actives 8.8% (n = 350,000); AID 504332; also: % is scaled to controls: 0 for no effect and ±100 for the full control effect; nearly all actives have a fitted effect of over 75% in size
#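 AlphaScreen read-out: biotin-H3K9 peptide (500 nM) methylation by 20 nM enzyme with 20 uM SAM, 2 h at room temperature after 15 min compound preincubation; anti-monomethyl H3K9 antibody plus donor/acceptor beads, 10 min dark.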
# POLK inh = DNA polymerase kappa (human) inhibition; Potency, µM (top dose mostly 107 µM), inactives show top-dose activity, negative = inhibition, hits mostly inhibitors; AID 588579; purified Pol kappa, fluorescent DNA synthesis assay, 10 min; Q9UBT6; actives 0.53% (n = 400,000); also: % is scaled to controls: 0 for no effect and ±100 for the full control effect
#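 Kinetic fluorescence screen: compound preincubated 15 min RT with 10 nM enzyme; 50 nM substrate (final) initiates; reads at 0/10 min.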
# Anesthetic bind = binds horse apoferritin like a general anesthetic; actives 0.074% (n = 350,000); Potency, µM (highest dose often 77.5 µM), inactives show at the highest dose activity change, negative = displacement, actives largely listed as inhibitors; apoferritin/1-aminoanthracene competitive binding, fluorescence; P02791; AID 485281; also: % is scaled to controls: 0 for no effect and ±100 for the full control effect; nearly all actives have a fitted effect of over 20% in size
#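 Steps: apoferritin (10 uM) was premixed with half-saturated 1-AMA in PBS, compounds were pin-transferred, plates stood 10 min at room temperature, fluorescence was read at 380/535 nm, and curves were fitted with a Hill equation.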
# Pol iota inh = DNA polymerase iota (human) inhibition | Pol iota fluorescent replication assay, 10 min | actives 1% (n = 390,000) | Q9UNA4 | AID 588590 | Potency, µM (highest dose often 115 µM), without a hit: at the top dose activity, negative = inhibition, usual class: inhibitors
#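 Fluorescent replication assay read twice, at 0 min and 10 min after adding 50 nM (final) substrate. Enzyme (10 nM) and compounds were first incubated 15 min at room temperature; enzyme-free buffer wells were negative controls.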
# BAZ2B block = blocks human BAZ2B. Potency, µM (series often up to 114 µM), for inactives: at the highest dose activity change, negative = inhibition, actives largely listed as inhibitors. AlphaScreen BAZ2B-H3K14Ac peptide displacement. AID 504333. Q9UIF8. actives 4.4% (n = 360,000); also: % is scaled to controls: 0 for no effect and ±100 for the full control effect; nearly all actives have a fitted effect of over 60% in size
# Target sequence (Q9UIF8 whole entry, looked up): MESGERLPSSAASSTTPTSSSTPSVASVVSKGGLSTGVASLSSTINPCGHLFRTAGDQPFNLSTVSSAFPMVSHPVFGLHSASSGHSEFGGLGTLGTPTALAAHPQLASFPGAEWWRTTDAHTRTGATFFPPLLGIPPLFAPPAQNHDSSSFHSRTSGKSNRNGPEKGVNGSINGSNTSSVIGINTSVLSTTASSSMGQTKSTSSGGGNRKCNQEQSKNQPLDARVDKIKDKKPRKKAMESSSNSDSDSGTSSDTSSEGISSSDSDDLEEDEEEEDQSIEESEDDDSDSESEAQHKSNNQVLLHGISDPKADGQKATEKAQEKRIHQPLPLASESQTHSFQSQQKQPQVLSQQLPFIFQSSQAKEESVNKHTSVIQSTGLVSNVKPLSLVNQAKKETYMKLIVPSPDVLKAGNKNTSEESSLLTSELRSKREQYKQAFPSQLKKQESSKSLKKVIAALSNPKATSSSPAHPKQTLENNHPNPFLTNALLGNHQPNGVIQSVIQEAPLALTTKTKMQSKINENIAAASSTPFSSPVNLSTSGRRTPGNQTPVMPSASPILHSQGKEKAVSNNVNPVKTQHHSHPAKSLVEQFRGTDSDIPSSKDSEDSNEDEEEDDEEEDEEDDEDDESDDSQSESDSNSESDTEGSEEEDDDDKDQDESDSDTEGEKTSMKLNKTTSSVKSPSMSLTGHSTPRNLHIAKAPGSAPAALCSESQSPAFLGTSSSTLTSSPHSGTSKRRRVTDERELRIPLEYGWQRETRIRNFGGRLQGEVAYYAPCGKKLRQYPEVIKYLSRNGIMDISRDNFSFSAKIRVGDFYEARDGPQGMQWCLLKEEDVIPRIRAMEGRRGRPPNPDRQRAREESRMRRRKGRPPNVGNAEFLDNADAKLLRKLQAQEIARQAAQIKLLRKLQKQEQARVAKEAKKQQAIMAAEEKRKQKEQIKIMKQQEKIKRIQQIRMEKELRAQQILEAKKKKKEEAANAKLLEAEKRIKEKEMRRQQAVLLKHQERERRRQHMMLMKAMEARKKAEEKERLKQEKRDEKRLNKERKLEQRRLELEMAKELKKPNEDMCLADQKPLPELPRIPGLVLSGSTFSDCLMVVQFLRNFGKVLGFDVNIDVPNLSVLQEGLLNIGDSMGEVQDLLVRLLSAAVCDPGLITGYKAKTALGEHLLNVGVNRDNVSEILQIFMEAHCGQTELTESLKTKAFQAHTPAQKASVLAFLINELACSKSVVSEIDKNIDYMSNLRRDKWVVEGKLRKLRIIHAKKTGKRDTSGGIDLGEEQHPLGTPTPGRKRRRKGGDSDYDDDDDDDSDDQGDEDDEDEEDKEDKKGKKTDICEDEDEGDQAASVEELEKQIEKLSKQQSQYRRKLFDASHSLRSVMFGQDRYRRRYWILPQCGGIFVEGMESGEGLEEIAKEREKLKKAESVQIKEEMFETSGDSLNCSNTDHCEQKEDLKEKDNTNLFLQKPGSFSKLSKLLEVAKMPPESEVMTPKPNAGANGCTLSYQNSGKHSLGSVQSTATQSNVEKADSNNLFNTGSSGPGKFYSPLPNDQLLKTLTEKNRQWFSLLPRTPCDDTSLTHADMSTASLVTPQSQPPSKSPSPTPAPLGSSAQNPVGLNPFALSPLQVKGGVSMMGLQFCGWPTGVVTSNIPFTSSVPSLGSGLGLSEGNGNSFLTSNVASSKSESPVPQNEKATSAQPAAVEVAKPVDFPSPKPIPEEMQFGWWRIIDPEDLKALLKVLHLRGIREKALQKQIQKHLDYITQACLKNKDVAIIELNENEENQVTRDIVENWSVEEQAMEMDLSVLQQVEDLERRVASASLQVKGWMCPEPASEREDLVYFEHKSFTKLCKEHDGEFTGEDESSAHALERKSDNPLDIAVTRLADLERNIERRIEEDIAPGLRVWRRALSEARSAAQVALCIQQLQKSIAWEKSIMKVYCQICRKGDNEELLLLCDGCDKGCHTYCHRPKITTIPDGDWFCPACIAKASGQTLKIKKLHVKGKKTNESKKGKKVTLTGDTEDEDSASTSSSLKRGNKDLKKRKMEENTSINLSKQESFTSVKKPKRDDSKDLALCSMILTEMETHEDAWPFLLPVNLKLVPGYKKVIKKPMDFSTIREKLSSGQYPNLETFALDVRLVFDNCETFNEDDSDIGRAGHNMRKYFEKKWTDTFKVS
#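 Complex of BAZ2B and biotin-H3K14Ac (50 nM apiece) forms over 30 min at RT, then faces library compounds up to 110 uM for another 30 min; AlphaScreen beads added, 20 min dark incubation, luminescence read.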
# * marks the source's active call; other numbers are inactive results; ? = inconclusive; · = no result given; & = joins results of further samples; [ ] = dose if it differs, or a comment. Calls follow the shape of the dose curve; as a rule, active = well fitted curve in the direction sought with a large enough effect; inconclusive = small, poorly fitted or top-dose-only effect, or another doubt; inactive = no such curve, though single readings can be large; an effect the other way counts as inactive or inconclusive. Potency is read from the fitted curve at half-maximal effect.
# A first look, 3 compounds:
SMILES,APE1 inh,BLM inh,POLH inh,Pol beta inh,G9a block,POLK inh,Anesthetic bind,Pol iota inh,BAZ2B block
C#CCOCCOCCOCCNc1nc(N2CCN(C(=O)[C@H]([C@@H](C)CC)n3cc(CCC(=O)O)nn3)CC2)nc(N2CCN(C(=O)[C@H](C)n3cc(CCCN=C(N)N)nn3)CC2)n1,1%,1%,-8%,-2%,?,7%,7%,8%,-3%
CCS(=O)(=O)N1N=C(c2ccccc2)CC1c1ccc2nccnc2c1 (configuration not stated),19%,8%,-10%,26%,?,-3%,-13%,49%[activator],-4%
O=C(Nc1cccc([N+](=O)[O-])c1)C(=O)N1CCCCC1,2%,-2%,-9%,-12%,0%,-6%,-6%,-17%,-17%

# The whole of this part, previewed entries included:
SMILES,APE1 inh,BLM inh,POLH inh,Pol beta inh,G9a block,POLK inh,Anesthetic bind,Pol iota inh,BAZ2B block
C#CCOCCOCCOCCNc1nc(N2CCN(C(=O)[C@H]([C@@H](C)CC)n3cc(CCC(=O)O)nn3)CC2)nc(N2CCN(C(=O)[C@H](C)n3cc(CCCN=C(N)N)nn3)CC2)n1,1%,1%,-8%,-2%,?,7%,7%,8%,-3%
CCS(=O)(=O)N1N=C(c2ccccc2)CC1c1ccc2nccnc2c1 (configuration not stated),19%,8%,-10%,26%,?,-3%,-13%,49%[activator],-4%
O=C(Nc1cccc([N+](=O)[O-])c1)C(=O)N1CCCCC1,2%,-2%,-9%,-12%,0%,-6%,-6%,-17%,-17%
O=C(CSc1nnc(-c2ccncc2)n1-c1ccc(Cl)cc1)N1CCOCC1,1%,0%,9%,-17%,0%[12.7 µM],0%,4%,2%,0%
COC(=O)c1c(-c2ccccc2OC)sc2cc3c(cc12)OCO3,4%,·,-12%,·,·,-19%,·,17%,·
CCOc1ccc(NC(=S)NC(=O)c2cnn(CC)c2)c([N+](=O)[O-])c1,-7%,-1%,-22%,?,·,-1%,?,67%[activator],-12%
COc1ccc(-c2ccc(F)cc2)cc1C1C2C=CCC(C)C2C(=O)N1Cc1ccccc1 (configuration not stated),-5%,-12%,·,·,·,-9%,68%[activator],11%,·
CCN(CCNC(=O)CN(C)S(=O)(=O)c1cccc2nsnc12)c1ccccc1,-5%,-13%,-15%,6%,40µM*,0%,?,12%,?
Clc1ccc(NCc2cccnc2)cc1,-5%,-1%,-11%,20%,-15%,1%,?,146%[activator],-17%
CC(CCc1ccccc1)NS(=O)(=O)c1ccccc1 (configuration not stated),-2%,-9%,-7%,-21%,32%,-11%,?,12%,5%
COc1cc(OC)cc(C(=O)NCC(=O)NCc2ccccn2)c1,1%,·,-5%,·,·,-17%,·,31%[activator],·
O=C(Nc1ccccc1C(=O)N1CCCC1)c1cccc(S(=O)(=O)N2CCCCCC2)c1,1%,-3%,?,-25%,-2%[12.7 µM],-16%,1%,-11%,-14%
O=C(/C=C/c1ccc(Br)o1)NCCCN1CCOCC1,-3%,-1%,-4%,-1%,22µM*,-21%,-4%,10%,?
CC(C)Cn1c(-c2ccccc2)nc(=S)c2c1CCCC2,-4%,-8%,-11%,-8%,?,6%,-13%,-2%,2%
CC1=C(C(=O)Nc2ccc(Cl)cc2)C(c2ccccc2)n2ncc(C(=O)Nc3ccccc3)c2N1 (configuration not stated),·,-4%,-20%,-16%,2%[59 µM],-7%,2%,-12%,-1%
Cc1ccc(C)c(Cn2c(C3CC(=O)N(c4ccccc4C)C3)nc3ccccc32)c1 (configuration not stated),·,-2%,-19%,-2%,-24%[59 µM],-17%,-8%,16%,?
CNC[C@@H]1Oc2c(NC(=O)Nc3ccc(F)cc3)cccc2C(=O)N([C@H](C)CO)C[C@@H]1C,2%,·,-21%,·,·,10%,·,15%,·
CC(C)N1CC(C(=O)Nc2ccc(Br)c(Cl)c2)CC1=O (configuration not stated),1%,-1%,-9%,27%,9%[12.7 µM],-1%,-9%,26%,2%
O=C(CN1C(=O)COc2ccc(S(=O)(=O)N3CCCC3)cc21)N1CCN(c2ccccc2F)CC1,·,-1%,-16%,3%,-2%[59 µM],8%,6%,40%[activator],-14%
O=C(Cc1ccccc1)Nc1ccc(SC(F)F)cc1,-6%,-6%,-29%,3%,25%[59 µM],-8%,-20%,133%[activator],17%
COc1ccc(C2C(C(=O)c3cc4cccc(OC)c4o3)=C(O)C(=O)N2CCCN(C)C)cc1OC (configuration not stated),-3%,-2%,·,28%,-17%[59 µM],·,-17%,·,·
CCOc1ccc(C(=O)c2oc3ccccc3c2NC(=O)c2cc(-c3ccc(C)cc3)on2)cc1,·,0%,-10%,33%,0%[59 µM],7%,7%,24%,-11%
CCOc1ccc(S(=O)(=O)N2CCN(C(=O)c3cc(S(=O)(=O)N4CCOCC4)ccc3C)CC2)cc1,1%,·,-1%,·,-31%,-1%,·,7%,-10%
CC(C)(C)c1ccc(-c2nnc(NC(=O)c3ccccc3)s2)cc1,-3%,-1%,-11%,-1%,80%[activator][59 µM],-1%,-11%,?,-26%
CN(CC(=O)Nc1ncn[nH]1)S(=O)(=O)c1ccc(Cl)cc1,21%,-3%,-11%,19%,89µM*,-6%,-9%,-2%,50µM*

# Single records, from the list above. Values in the order: APE1 inh	BLM inh	POLH inh	Pol beta inh	G9a block	POLK inh	Anesthetic bind	Pol iota inh	BAZ2B block
# Record of O=C(Cc1ccccc1)Nc1ccc(SC(F)F)cc1 = -6%	-6%	-29%	3%	25%[59 µM]	-8%	-20%	133%[activator]	17%
# Record of CCOc1ccc(S(=O)(=O)N2CCN(C(=O)c3cc(S(=O)(=O)N4CCOCC4)ccc3C)CC2)cc1 = 1%	·	-1%	·	-31%	-1%	·	7%	-10%

# Next part:
SMILES,APE1 inh,BLM inh,POLH inh,Pol beta inh,G9a block,POLK inh,Anesthetic bind,Pol iota inh,BAZ2B block
Cc1ccccc1C1CC(c2ccccc2OC(F)F)Nc2ncnn21 (configuration not stated),23%,-4%,-18%,4%,-3%[12.7 µM],-5%,-11%,9%,-6%
CCCCc1ccc2nc(NC(=O)OC)[nH]c2c1,2%[21 µM],3%[21.4 µM],·,·,-1%[5.15 µM],-2%[12 µM],9%[29.3 µM],·,·
Cc1ccccc1-c1nc(N(C)Cc2ccco2)c2ccccc2n1,-20%,-7%,·,·,27%[0.501 µM],-7%[60.1 µM],·,·,·
Cc1ccn2c(=O)cc(COc3cccc(NC(=O)Nc4cccc(Cl)c4C)c3)nc2c1,·,-6%,-12%,-7%,5%[59 µM],-4%[60.1 µM],-5%,2%,-3%
CC1=C(C(=O)NC(C)CCc2ccccc2)C2(CCC(C)CC2)OC1=O (configuration not stated),11%,-7%,-24%,0%,?,-6%,-15%,47%[activator],3%
CCN1CCOC(=O)C1CC(=O)Nc1cc(Cl)ccc1C (configuration not stated),·,-3%,-10%,6%,0.71µM*,-3%,-4%,-1%,-22%
O=C(CCS(=O)(=O)c1cccc2nsnc12)NCc1ccccc1,3%,0%,-4%,18%,6%[59 µM],-1%,4%,8%,-1%
CCOc1ccc(C(=O)NCCc2csc(-c3cccnc3)n2)cc1,·,2%,2%,?,-6%[59 µM],-6%[60.1 µM],?,-12%,-20%
O=C(c1cnc(N2CCCCC2)c2ccccc12)N1CCN(c2ccc(Cl)cc2)CC1,·,-13%,-19%,12%,5%[59 µM],-8%[60.1 µM],184%[activator],30%[activator],-21%
CCC1(C)Cc2c(sc3nnn(CC(=O)Nc4cccc5ccccc45)c(=O)c23)CO1 (configuration not stated),-10%,-2%,1%,-2%,·,-12%,?,20%,-1%
O=C1NC2(NN1c1ccccc1)C1CC3CC(C1)CC2C3 (configuration not stated),-3%,0%,-9%,6%,?,14%,?,-8%,13%
O=C(Cn1nnc(-c2ccccc2)n1)NNC(=O)c1ccccc1,0%,-6%,-17%,?,40µM*,-6%,-5%,97%[activator],-18%
CC1Cc2ccccc2N1C(=O)CN(C)CC(=O)Nc1ccc(F)cc1 (configuration not stated),9%,·,-19%,·,-1%[12.7 µM],-16%,·,0%,-1%
COc1cc(-c2nnc(SCC(=O)N(C)C3CCCCC3)o2)cc(OC)c1OC,·,-10%,5%,?,-6%[59 µM],-19%,-5%,-16%,2%
COc1ccc(NC(=S)Nc2cc(C(F)(F)F)ccc2F)cc1,6%,-8%,-12%,45%,-25%,-15%,-5%,87%[activator],-22%
O=C(Cn1cc2c(n1)CCCC2)NCC1CCCO1 (configuration not stated),-1%,-3%,-15%,-2%,?,4%,-3%,29%,7%
COc1cccc(NC(=O)CN(C)C(=O)c2cc(S(=O)(=O)N3CCCCCC3)ccc2OC)c1,18%,·,-6%,·,4%[12.7 µM],-4%,·,5%,2%
CCOc1cc(/C=N/NC(=O)COc2cccc(C)c2)ccc1OC(=O)c1cccs1,-11%,-11%,-18%,4%,2%[59 µM],2%,?,2%,2%
Oc1ccccc1-c1nnc(COc2ccccc2)o1,-2%,-2%,-22%,13%,-1%,2%,?,15%,19%
O=C(Nc1ccc(-c2ccc([N+](=O)[O-])cc2)cc1)c1ccccc1F,-1%,0%,-12%,-4%,50µM*,6%,-3%,-3%,-11%
C=CC[C@@H](CC(=O)NCCO)C(=O)N[C@@H](COC(=O)[C@@H](CC=C)CC(=O)OC(C)(C)C)Cc1c[nH]c2ccccc12,-14%,·,-18%,·,·,-6%,·,26%,·
CCCCCCCC(=O)OCC(COC(=O)CCCCCCC)OC(=O)CCCCCCC,-13%&4%,6%,-9%,·,-8%[0.501 µM],2%,·,5%,17%
Cc1oc(-c2ccc(Cl)cc2)nc1CN1CCCC(C(=O)NC2CC2)C1 (configuration not stated),22%,0%,7%,89%[activator],10%[59 µM],9%,-6%,8%,1%
Cn1[nH]c(=O)c(Cl)c(Cl)c1=O,2%,1%,3%,4%,?,0%,-2%,-2%,-38%
Cc1n[nH]c(C)c1S(=O)(=O)N1CCCC(C(=O)Nc2nccs2)C1 (configuration not stated),6%,-3%,3%,2%,11%,0%,-2%,7%,3%
C/C(=N\NC(=O)c1ccccc1)c1cc2cc([N+](=O)[O-])ccc2oc1=O,15%,2%,?,-6%,48%[activator][59 µM],-39%,-1%,-12%,?
COc1cc(OC)c2ccc(=O)oc2c1C(CC(=O)N1CCCC1)c1ccc2c(c1)OCO2 (configuration not stated),?,3%&-4%,?,45µM*,?,50µM*,-15%&-6%,71µM*,-24%

# Not all compounds are listed; the hit share may differ from the screen's.
